iPSC survival up: enhancers of single-cell hiPSC survival, primary screen, ATPlite luminescence; 100% = ROCK inhibitor wells, 0% = DMSO; survival enhancement, % at 20 µM; hit rate 0.044% among 360,000; AID 602274, 2012; in the data active = survival enhancement above about 18%;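 also: cells exposed to compounds for 16 hours before the ATP read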
Glyco luc inh: increase of ERlucT glycosylation luciferase signal, primary screen, N-linked glycosylation inhibitor project, D54 ERlucT cells, luminescence, set 2. hit rate 0.23% among 360,000. D54 ERlucT glycosylation luciferase reporter, 24 h; percent of 100 nM tunicamycin response. reporter increase, % at 12.5 µM;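 active = mean luciferase reporter signal, scaled so untreated is 0 and the glycosylation-blocking control 100, at or above a set limit in every replicate; inconclusive = mean reaches the limit but not every replicate does; inactive = mean below the limit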;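 also: luciferase carries N-glycosylation sites so blocking glycosylation raises the light; 0% = median of neutral control wells and 100% = median of 100 nM tunicamycin wells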
CaV13 FRET inh: Primary screen for inhibitors of IQ motif and Ca2+-dependent inactivation inhibitor domain binding in CACNA1D, Förster resonance energy transfer in living cells, … | HEK cells, CFP/YFP FRET ICDI-IQ, plate reader, 10 min; percent FRET-ratio fall versus neutral wells | inhibition, % at 12.3 µM | hit rate 0.098% among 340,000;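 active = mean replicate inhibition of at least 30% and at least 1% of replicates passing that level; inconclusive = only one of the two criteria is met; inactive = neither criterion is met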;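 also: 0% = median of the neutral control wells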
m5-HT2A agonist: mouse Htr2a agonists via beta-arrestin recruitment, primary screen, cell-based, luminescence. hit rate 0.66% among 360,000. activation, % at 7.6 µM. CHO-K1 mHTR2A beta-arrestin complementation; percent of 30 µM serotonin response. 5-hydroxytryptamine receptor 2A (Mus musculus), P35363;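 active = activation above a run cutoff, the mean activation of all tested compounds plus 3 SD, cut at about 14% in these data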;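 also: 0% = plate median of compound wells and 100% = 30 µM serotonin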
Target sequence (P35363 whole entry, looked up): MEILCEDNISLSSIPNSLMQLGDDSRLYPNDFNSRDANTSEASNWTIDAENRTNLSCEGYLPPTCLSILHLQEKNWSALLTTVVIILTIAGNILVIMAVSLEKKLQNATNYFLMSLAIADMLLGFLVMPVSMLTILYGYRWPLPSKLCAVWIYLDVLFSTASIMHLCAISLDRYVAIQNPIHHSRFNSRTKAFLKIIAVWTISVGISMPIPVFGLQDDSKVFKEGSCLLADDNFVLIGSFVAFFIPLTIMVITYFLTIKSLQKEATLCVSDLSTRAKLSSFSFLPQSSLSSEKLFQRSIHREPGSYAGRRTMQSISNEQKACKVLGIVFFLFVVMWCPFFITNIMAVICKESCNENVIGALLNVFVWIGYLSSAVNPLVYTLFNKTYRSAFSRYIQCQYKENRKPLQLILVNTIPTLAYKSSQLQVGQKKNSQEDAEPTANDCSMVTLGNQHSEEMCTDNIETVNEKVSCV
Cardio protect: cardioprotection against H2O2-induced cell death, primary screen, uHTS, H9c2 cells, ATPLite luminescence. H9c2 cardiomyocytes, H2O2 injury protection, 2 h. protection from H2O2 cell death, % at 20 µM. hit rate 0.63% among 360,000;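 active = compounds giving at least 50% protection of heart cells from peroxide-induced death in the single-dose screen, raw or plate-pattern-corrected value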;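 also: 0% = DMSO wells with peroxide and 100% = DMSO wells without peroxide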
ABCB6 inh MLPCN: ABCB6 transporter inhibitors, primary screen, K562-ABCB6 cells, flow cytometry, MLPCN library. ATP-binding cassette sub-family B member 6 (Homo sapiens), Q9NP58. K562-ABCB6 porphyrin accumulation, 1 h; hits give low values. fluorescence ratio to DMSO, % at 10 µM. hit rate 0.19% among 360,000. AID 602162, 2011;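 active = fluorescence ratio to DMSO below 75%, the collection mean minus 3 SD; inconclusive = too few cells collected in the well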;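 also: signal is porphyrin accumulated inside mitochondria; 100% equals median channel fluorescence of DMSO control wells; lower ratio means ABCB6 inhibition with less porphyrin fluorescence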
Granule exo inh: LAMP-1 surface exposure blockers, TALL-104 cells – cell-based, flow cytometry, MLPCN library, primary screen | TALL-104 LAMP-1 surface exposure; cells stimulated with thapsigargin and PMA | inhibition, % at 10 µM | hit rate 0.66% among 360,000 | AID 651702, 2012;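 active = inhibition above about 55%, limit read from the data; inconclusive = no clear call, values can overlap the other calls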
aDG glyco up: activators of alpha-DG glycosylation, primary screen, uHTS, Pro5-aDG cells, AlphaScreen. activation, % at 10 µM. hit rate 0.22% among 360,000. alpha-DG glycosylation AlphaScreen (IIH6); 0% Pro5, 100% B10-LARGE cell signal. AID 624168, 2012;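 active = activation of at least 8% versus controls, or a plate z-score of at least 8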;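 also: Pro5 are CHO cells carrying HIG-tagged alpha-DG that lacks glycosylation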
Vif imaging: HIV Vif self-association inhibitors, primary screen, imaging, HEK293T, single point; HEK293T cells, Vif self-association by quenched fluorescence, 24 h; inhibition, % at 7.49 µM; hit rate 0.35% among 340,000; in the data active = inhibition above about 50%, passing the limit was not always enough; inconclusive = no clear call, values can overlap the other calls; inactive = below about 31%; also: some results filed as inactive read as strong as hits
PDI turbidity: inhibitors of human PDI, primary screen, biochemical, turbidity, single point, plate reader; Protein disulfide-isomerase (Homo sapiens), P07237; PDI insulin aggregation turbidity, A650, 90 min; inhibition, % at 10 µM; hit rate 0.052% among 350,000; AID 588391, 2011;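 active = mean inhibition across replicates of 30% or more, whatever share of single replicates reach that level; inconclusive = mean inhibition below 30% while every single replicate reaches 30%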;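 also: absorbance from insulin aggregation driven by PDI reduction with DTT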
Target sequence (P07237 whole entry, looked up): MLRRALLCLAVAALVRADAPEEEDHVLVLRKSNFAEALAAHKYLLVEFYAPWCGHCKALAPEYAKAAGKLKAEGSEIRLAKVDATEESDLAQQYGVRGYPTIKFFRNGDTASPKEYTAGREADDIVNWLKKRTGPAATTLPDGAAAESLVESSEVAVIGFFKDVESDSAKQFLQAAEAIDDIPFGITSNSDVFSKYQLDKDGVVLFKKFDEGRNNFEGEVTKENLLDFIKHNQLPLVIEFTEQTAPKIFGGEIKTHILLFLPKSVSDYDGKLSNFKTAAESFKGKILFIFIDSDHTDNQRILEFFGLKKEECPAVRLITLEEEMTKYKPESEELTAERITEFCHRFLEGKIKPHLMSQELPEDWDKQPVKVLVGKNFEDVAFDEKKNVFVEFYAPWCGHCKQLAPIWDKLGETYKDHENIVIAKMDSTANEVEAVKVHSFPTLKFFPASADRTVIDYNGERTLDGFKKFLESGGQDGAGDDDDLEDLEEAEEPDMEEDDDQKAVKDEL
* hit, by the source's call; & = joins results of further samples. The order is random, and some 3.1% of all compounds hit somewhere here.

For O=C(Cn1cc(C(=O)C2CC2)c2ccccc21)NCC1CCCO1 (centres undefined) the results were iPSC survival up 1.3, Glyco luc inh 1, CaV13 FRET inh -5, m5-HT2A agonist -4, Cardio protect 9, ABCB6 inh MLPCN 96, Granule exo inh 0, aDG glyco up -0.1, Vif imaging 0 and PDI turbidity -2.
Screening O=C(CN1C(=O)NC2(CCCC2)C1=O)Nc1nc(-c2ccc(F)cc2)cs1 returned iPSC survival up -0.8, Glyco luc inh 4, m5-HT2A agonist -4, Cardio protect 8, ABCB6 inh MLPCN 94, Granule exo inh -4, aDG glyco up -0.1, Vif imaging -15 and PDI turbidity 4.
`O=C(CNC(=O)c1[nH]cnc1C(=O)NC(c1ccccc1)c1ccccc1)OCc1ccccc1` gave iPSC survival up 1.7, Glyco luc inh 3, CaV13 FRET inh 17, m5-HT2A agonist 1, Cardio protect 58*, ABCB6 inh MLPCN 95, Granule exo inh -8, aDG glyco up 0.1, Vif imaging -5 and PDI turbidity 2.
For O=C1NC(Cc2ccccc2)c2nc3cc(F)c(F)cc3c(=O)n2-c2ncccc21 (centres undefined) the results were iPSC survival up 0.4, Glyco luc inh 0, CaV13 FRET inh -6, m5-HT2A agonist 1, Cardio protect -4, ABCB6 inh MLPCN 102, Granule exo inh 0, aDG glyco up 1.9, Vif imaging 4 and PDI turbidity 3.
For COC(=O)c1ccc(NC(=O)CSc2nnc(CNc3ccc(F)cc3)n2C)cc1 the results were iPSC survival up -1.4, Glyco luc inh 4, CaV13 FRET inh -11, m5-HT2A agonist -3, Cardio protect 2, ABCB6 inh MLPCN 99, Granule exo inh -2, aDG glyco up -0.1, Vif imaging 16 and PDI turbidity -4.
For COC(=O)c1c(NC(=O)CSc2nc3ccccc3c(=O)n2-c2ccccc2)sc(C)c1C the results were iPSC survival up 1.7, Glyco luc inh 3, CaV13 FRET inh -3, m5-HT2A agonist 0, Cardio protect 2, ABCB6 inh MLPCN 99, Granule exo inh 0, aDG glyco up -0.4, Vif imaging -4 and PDI turbidity -11.
Screening O=C1CC(c2ccccc2)CC(O)=C1C=NCc1ccco1 (centres undefined) returned iPSC survival up 1.4, Glyco luc inh -1, CaV13 FRET inh -8, m5-HT2A agonist -3, Cardio protect 0, ABCB6 inh MLPCN 98, Granule exo inh -4, aDG glyco up 0.1, Vif imaging 4 and PDI turbidity 2.
`O=C1CC(N2CCN(c3ccc(F)cc3)CC2)C(=O)N1c1ccc2c(c1)OCO2` (centres undefined) gave iPSC survival up 1.7, Glyco luc inh 3, CaV13 FRET inh -5, m5-HT2A agonist -5, Cardio protect 5, ABCB6 inh MLPCN 100, Granule exo inh -2, aDG glyco up -0.3, Vif imaging -1 and PDI turbidity -6.
`COC(=O)c1ccc(CN2CCC(CO)(Cc3ccc(OC)cc3)CC2)cc1` gave iPSC survival up -0.7, Glyco luc inh -3, CaV13 FRET inh -5, m5-HT2A agonist -3, Cardio protect 4, ABCB6 inh MLPCN 94, Granule exo inh -1, aDG glyco up 0.1, Vif imaging -2 and PDI turbidity -4.
For CCn1c(CSc2nc3ccccc3n2C)nc2ccccc21 the results were iPSC survival up 0.0, Glyco luc inh -5, CaV13 FRET inh -4, m5-HT2A agonist -1, Cardio protect 6, ABCB6 inh MLPCN 98, Granule exo inh 0, aDG glyco up 0.3, Vif imaging 9 and PDI turbidity 2.
CN(C(=O)c1ccc2c(c1)OCO2)C1(C(=O)NC2CCCCC2)CCCCC1 was read as iPSC survival up -1.4, Glyco luc inh -1, CaV13 FRET inh -4, m5-HT2A agonist -5, Cardio protect 6, ABCB6 inh MLPCN 96, Granule exo inh -2, aDG glyco up -0.1, Vif imaging -5 and PDI turbidity 12.
For O=S(=O)(NCC1CCCO1)c1cccc(C(F)(F)F)c1 (centres undefined) the results were iPSC survival up 5.8, Glyco luc inh 0, m5-HT2A agonist 4, Cardio protect -5, ABCB6 inh MLPCN 97, Granule exo inh 0, aDG glyco up -0.1, Vif imaging -8 and PDI turbidity 0.
For COc1ccccc1OCC(=O)O the results were iPSC survival up -1.0&-1.1, Glyco luc inh 3&0, CaV13 FRET inh -4, m5-HT2A agonist 7&2, Cardio protect 0&4, ABCB6 inh MLPCN 105&105, Granule exo inh 4&-5, aDG glyco up 0.2&-0.3, Vif imaging -1&1 and PDI turbidity -4&-4.
For CCCc1c(C)nc(N2CCN(c3ccccc3OC)CC2)[nH]c1=O the results were iPSC survival up -0.2, Glyco luc inh 2, CaV13 FRET inh -3, m5-HT2A agonist -3, Cardio protect 5, ABCB6 inh MLPCN 100, Granule exo inh -5, aDG glyco up 0.2, Vif imaging -4 and PDI turbidity 2.
For Cc1ccc([N+](=O)[O-])c(NC(=O)COC(=O)CCNS(=O)(=O)c2cccs2)c1C the results were iPSC survival up -0.6, Glyco luc inh 2, CaV13 FRET inh -11, m5-HT2A agonist 0, Cardio protect 4, ABCB6 inh MLPCN 101, Granule exo inh 21, aDG glyco up -0.1, Vif imaging 2 and PDI turbidity 0.
Cc1ccc2c(c1)[nH]c1c(=O)n(Cc3ccccn3)cnc12 was read as iPSC survival up 6.8, Glyco luc inh 3, CaV13 FRET inh 0, m5-HT2A agonist -3, Cardio protect -2, ABCB6 inh MLPCN 186, Granule exo inh 1, aDG glyco up 0.0 and PDI turbidity -25.
Screening CCc1ccc(/C=N/NC(=O)c2cc(-c3cccc([N+](=O)[O-])c3)n[nH]2)cc1 returned iPSC survival up -0.5, Glyco luc inh inconclusive, CaV13 FRET inh -5, m5-HT2A agonist 0, Cardio protect -4, ABCB6 inh MLPCN 103, Granule exo inh 76*, aDG glyco up -0.1, Vif imaging 18 and PDI turbidity 3.
`C=CCn1cccc(C(=O)Nc2cc(OC)cc(OC)c2)c1=O` gave iPSC survival up -1.5, Glyco luc inh -2, CaV13 FRET inh -4, m5-HT2A agonist 1, Cardio protect 2, ABCB6 inh MLPCN 102, Granule exo inh -4, aDG glyco up 0.2, Vif imaging 3 and PDI turbidity 12.
`CC(=O)c1sc(N)c(C(=O)OC(C)C)c1C` gave iPSC survival up 2.6, Glyco luc inh 2, CaV13 FRET inh 0, m5-HT2A agonist -3, Cardio protect 2, ABCB6 inh MLPCN 111, Granule exo inh -4, aDG glyco up 0.2, Vif imaging 5 and PDI turbidity -8.
`Cn1c(CNC(=O)c2ccc3c(c2)OCO3)nnc1SCC(=O)Nc1ccccc1Cl` gave iPSC survival up -0.6, Glyco luc inh 1, CaV13 FRET inh -4, m5-HT2A agonist 2, Cardio protect 1, ABCB6 inh MLPCN 96, Granule exo inh -10, aDG glyco up -0.1, Vif imaging -4 and PDI turbidity 7.
For CCOc1ccccc1C(=O)NCC(=O)NNC(=O)CN(C)S(=O)(=O)c1ccc(Cl)cc1 the results were iPSC survival up -0.3, Glyco luc inh 1, CaV13 FRET inh -7, m5-HT2A agonist 1, Cardio protect -12, ABCB6 inh MLPCN 93, Granule exo inh -3, aDG glyco up -0.4, Vif imaging 3 and PDI turbidity 10.
Screening N#CCCN(C(=O)COC(=O)c1ccc2c(=O)n3c(nc2c1)CCC3)c1ccccc1 returned iPSC survival up -1.0, Glyco luc inh 3, CaV13 FRET inh -2, m5-HT2A agonist 5, Cardio protect 3, ABCB6 inh MLPCN 98, Granule exo inh 20, aDG glyco up 0.0, Vif imaging 7 and PDI turbidity -6.
For CC1(C)Cc2c(cnn2-c2ccccc2)C(NC(=O)CCCn2cncn2)C1 (centres undefined) the results were iPSC survival up 0.0, Glyco luc inh 1, CaV13 FRET inh -6, m5-HT2A agonist 0, Cardio protect -2, ABCB6 inh MLPCN 98, Granule exo inh 2, aDG glyco up 0.0, Vif imaging -6 and PDI turbidity -10.
For CSc1nc(-c2ccc(Cl)cc2)c(C#N)c(=O)n1C the results were iPSC survival up -0.4, Glyco luc inh 1, CaV13 FRET inh -3, m5-HT2A agonist -3, Cardio protect -3, ABCB6 inh MLPCN 99, Granule exo inh 0, aDG glyco up 0.2, Vif imaging 12 and PDI turbidity -2.
`Cc1ccc(NC(=S)Nc2ccc(OC(F)F)c(Cl)c2)cc1Cl` gave iPSC survival up -1.2, Glyco luc inh -3, CaV13 FRET inh -17, m5-HT2A agonist -3, Cardio protect -15, ABCB6 inh MLPCN 88, Granule exo inh 1, aDG glyco up 0.5, Vif imaging -11 and PDI turbidity -4.
For COc1nc(-c2cnccn2)sc1C the results were iPSC survival up -2.3, Glyco luc inh 1, CaV13 FRET inh -5, m5-HT2A agonist 0, Cardio protect 0, ABCB6 inh MLPCN 103, Granule exo inh 0, aDG glyco up -0.1, Vif imaging 3 and PDI turbidity 2.
CC(C)(C)C(=O)CSc1nc2c(c(-c3cccs3)c1C#N)CCC2 was read as iPSC survival up 2.2, Glyco luc inh -6, CaV13 FRET inh -8, m5-HT2A agonist -3, Cardio protect -16, ABCB6 inh MLPCN 104, Granule exo inh 2, aDG glyco up 0.1, Vif imaging 2 and PDI turbidity 8.
COc1ccc(CCn2c(=O)c3cccnc3n(Cc3ccc([N+](=O)[O-])cc3)c2=O)cc1OC was read as iPSC survival up -2.3, Glyco luc inh -4, CaV13 FRET inh -7, m5-HT2A agonist -1, Cardio protect 56*, ABCB6 inh MLPCN 96, Granule exo inh 7, aDG glyco up -0.3, Vif imaging 6 and PDI turbidity -4.
For O=C1c2ccc3c4c(ccc(c24)C(=O)N1NC(=O)C(F)(F)F)CC3 the results were iPSC survival up -3.4, Glyco luc inh 2, CaV13 FRET inh -6, m5-HT2A agonist 3, Cardio protect 4, ABCB6 inh MLPCN 104, Granule exo inh -3, aDG glyco up 0.1, Vif imaging 9 and PDI turbidity 3.
Screening O=[N+]([O-])c1ccc(C=NNc2ccccc2)cc1 returned iPSC survival up 2.1, Glyco luc inh -1, CaV13 FRET inh -6, m5-HT2A agonist 2, Cardio protect -17, ABCB6 inh MLPCN 130, Granule exo inh 1, aDG glyco up -0.3, Vif imaging -7 and PDI turbidity -9.
O=C(Cc1ccc(F)cc1)Oc1ccc(C(=S)N2CCCC2)cc1 was read as iPSC survival up 1.2, Glyco luc inh 2, CaV13 FRET inh -5, m5-HT2A agonist 5, Cardio protect 7, ABCB6 inh MLPCN 93, Granule exo inh -2, aDG glyco up -0.2, Vif imaging -18 and PDI turbidity -2.
Cc1cccc2c1N(C)C(=O)C2=O was read as iPSC survival up -0.6, Glyco luc inh 0, CaV13 FRET inh 7, m5-HT2A agonist -5, Cardio protect -1, ABCB6 inh MLPCN 98, Granule exo inh 3, aDG glyco up 0.4, Vif imaging -10 and PDI turbidity 7.
Screening Cc1cc(C)n(-c2ccc(C(=O)OCC(=O)NCc3ccc(F)cc3)cc2)n1 returned iPSC survival up 0.6, Glyco luc inh 2, CaV13 FRET inh -3, m5-HT2A agonist 2, Cardio protect 0, ABCB6 inh MLPCN 93, Granule exo inh 3, aDG glyco up -0.4, Vif imaging -7 and PDI turbidity -10.
